Screening results as filed in PubChem BioAssay.
15-hLO-2 inh – blocks human 15-lipoxygenase 2 activity | O15296 | purified 15hLO-2, xylenol orange hydroperoxide absorbance | Potency, µM (highest dose often 57.1 µM), for inactives: at the highest dose activity change, negative = inhibition, usual class: inhibitors | 110,000 compounds, 0.56% hits; note: potency is the fitted concentration of half-maximal effect; nearly all actives have a fitted effect of over 60% in size; many of its hits are not listed in these tables
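Enzyme 50 nM, AA 45 uM, 25 mM Hepes pH 7.5 + 0.01% Triton X-100; cpd preinc 15 min RT, rxn 90 min RT; stop/detect with 200 uM XO + 300 uM Fe(II) in 50 mM H2SO4, 30 min; A573/A405.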
PNC assembly inh – inhibitors of perinucleolar compartment assembly; PC3M PTB-GFP, PNC prevalence imaging, 16 h; active compounds read low; activity change (PNC), negative = inhibition, % at 10 µM; 140,000 compounds, 3.1% hits;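 active = readout at or below -70, meaning at least 70% loss of cells showing the perinucleolar compartment, a nuclear body marking cancer cells; inconclusive = readout between -30 and a set limit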;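 note: plate controls were DMSO wells for no effect and camptothecin positive control wells for full effect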
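Read-out is percentage of cells bearing a perinucleolar compartment, from automated 20x imaging of fixed, Hoechst-stained PC3M PTB-GFP cells. Cells were seeded 4 h, then exposed 16 h to compound (23 nl of library stock) in duplicate plates.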
IMPase inh – cell-permeable inhibitors of inositol monophosphatase (IMPase); P97697; CHO-M1 cells, IP1 accumulation, HTRF TR-FRET ratio; inhibition (IP1 accumulation), % at 46.1 µM; 120,000 tested, under 10 active; active = well fitted curve in the direction sought with a large enough effect in the signal ratio, not every such curve was filed as active; inconclusive = small, poorly fitted or top-dose-only effect, or a change in a side signal; inactive = no such curve, though single readings can be large or run the other way; the % refers to the signal ratio;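 note: cells stimulated with carbachol in lithium chloride buffer; plate controls were DMSO basal wells for no effect and reference inhibitor wells for full effect; higher means more IMPase inhibition seen as more IP1 and lower FRET ratio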
Target sequence (P97697 whole entry, looked up): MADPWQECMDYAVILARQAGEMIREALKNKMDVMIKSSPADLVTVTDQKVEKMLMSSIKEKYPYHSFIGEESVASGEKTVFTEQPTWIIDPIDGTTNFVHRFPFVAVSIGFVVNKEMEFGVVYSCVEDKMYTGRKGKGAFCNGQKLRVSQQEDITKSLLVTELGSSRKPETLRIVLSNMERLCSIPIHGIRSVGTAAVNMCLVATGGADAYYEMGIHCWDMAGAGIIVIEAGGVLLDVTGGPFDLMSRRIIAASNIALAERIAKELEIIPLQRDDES
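Carbachol-driven Gq signalling in CHO-M1 cells (2000/well) generates IP1. Compounds that block IMPase raise IP1 and so reduce the FRET signal from Eu-anti-IP1 and d2-IP1 after a 10 min room-temperature lysis.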
12-hLO inh – blocks human 12-lipoxygenase activity | Potency, µM (titrated, usually from 57.1 µM), for the others: top-dose activity change, negative = inhibition, most hits filed as inhibitors | AID 1452 | 150,000 compounds, 0.12% hits | purified 12-hLO, xylenol orange hydroperoxide absorbance | P18054; note: potency is the fitted concentration of half-maximal effect; nearly all actives have a fitted effect of over 55% in size; many of its hits are not listed in these tables
Target sequence (P18054 whole entry, looked up): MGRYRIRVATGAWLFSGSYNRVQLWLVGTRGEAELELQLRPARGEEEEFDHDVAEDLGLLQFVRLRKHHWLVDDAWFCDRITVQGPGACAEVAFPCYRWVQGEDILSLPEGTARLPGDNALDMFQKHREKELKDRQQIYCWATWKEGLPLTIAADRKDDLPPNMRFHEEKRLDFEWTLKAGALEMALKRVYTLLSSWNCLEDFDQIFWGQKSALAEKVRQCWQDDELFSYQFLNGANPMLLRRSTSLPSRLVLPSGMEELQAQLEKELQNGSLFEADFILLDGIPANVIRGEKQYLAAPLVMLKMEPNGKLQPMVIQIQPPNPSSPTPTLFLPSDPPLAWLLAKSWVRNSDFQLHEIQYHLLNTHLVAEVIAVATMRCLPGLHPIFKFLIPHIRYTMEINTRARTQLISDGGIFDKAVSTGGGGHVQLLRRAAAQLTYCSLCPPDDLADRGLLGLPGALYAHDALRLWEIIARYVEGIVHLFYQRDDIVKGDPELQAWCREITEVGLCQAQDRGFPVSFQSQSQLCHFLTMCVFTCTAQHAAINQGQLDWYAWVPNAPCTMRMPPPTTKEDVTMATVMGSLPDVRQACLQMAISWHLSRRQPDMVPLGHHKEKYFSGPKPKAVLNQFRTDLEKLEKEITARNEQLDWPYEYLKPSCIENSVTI
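150 nM 12hLO, 25 mM Hepes pH 7.0 + 0.01% Triton X-100; cpd preinc 15 min RT; 40 uM arachidonic acid, 30 min RT; Fe-XO 30 min; A573/A405 ratio as read-out.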
* = called active by the depositor; ? = inconclusive; · = no result given; [ ] = dose if it differs, or a comment. Unless noted, calls come from the whole dose curve; as a rule, active = well fitted curve in the direction sought with a large enough effect; inconclusive = small, poorly fitted or top-dose-only effect, or another doubt; inactive = no such curve, though single readings can be large; an effect the other way counts as inactive or inconclusive. Unless noted, % is set by controls: 0 for no effect and ±100 for the full control effect. An excerpt, so the mix of outcomes need not match the whole.

SMILES	15-hLO-2 inh	PNC assembly inh	IMPase inh	12-hLO inh
Cc1cc(C)n(C(=O)COc2ccc(Cl)cc2Cl)n1	·	-23	8	4%
C=C(C)c1cccc(C(C)(C)NC(=O)N2CCN(C/C=C/c3ccccc3)CC2)c1	77%[activator]	-13	9	-13%
COc1ccc(-c2c(C)[nH]n3c(=O)c(Cc4ccccc4)c(C)nc23)cc1	·	24	·	7%
COc1ccc2[nH]c(=O)c(CN(Cc3nnnn3Cc3ccc(F)cc3)CC3CCCO3)cc2c1 (configuration not stated)	2%	20	7	-16%
Cc1ccc(C)c(N(CC(=O)NCc2ccco2)C(=O)CCC(=O)Nc2ccccn2)c1	·	?	-1	-5%
Oc1cc(Cl)cc(Cl)c1Cl	3%	·	·	-1%
CCCSc1nnc(-c2ccccc2N)c(=O)[nH]1	-9%	13	18	6%
CC(C)(C)OC(=O)N1CCC(c2c(C(=O)O)cnn2-c2ccc(Cl)cc2)CC1	-29%	-2	4	-13%
O=C(O)C1C2C=CC(C2)C1C(=O)NCCc1cccc(Cl)c1 (configuration not stated)	·	59	-5	0%
CCOc1ccc(-c2nnc(-c3ccncc3)o2)cc1	-1%	56	3	-2%
COc1cccc(-n2c(Cc3cc(=O)[nH]c(=O)[nH]3)nnc2SCC(=O)N2CCCCC2)c1	1%	6	-5	1%
Cc1ccc(NC(=O)CN2CCC(NC(=O)Cc3ccccc3)CC2)c(C)c1	·	20	0	3%
Cc1ccc(-n2c(SCC(N)=O)nnc2-c2cccnc2)c(C)c1	-1%	-5	1	-3%
COC(=O)c1ccc(NCCc2csc(-c3ccc(C)cc3)n2)c([N+](=O)[O-])c1	4%	22	-5	4%
Cc1ccccc1-n1c(C)n[nH]c1=S	8%	23	2	2%
CCCCc1nn(-c2cc(Cl)ccc2OC)c2c1C(=O)CCC2	9%	-5	12	-5%
O=c1ccc(Oc2nc(N3CCOCC3)nc(N3CCOCC3)n2)nn1-c1ccccc1	-3%	36	-1	4%
O=S(=O)(c1ccccc1)c1nc(-c2ccco2)oc1NCc1cccnc1	-15%	18	-3	-2%
O=C1CC2CS(=O)(=O)CC2N1c1ccc(Oc2ccccc2)cc1 (configuration not stated)	-5%	2	-4	2%
CCOC(=O)C1=C(C)N=C2SC(C)C(=O)N2C1c1ccc(OCC)c(OCC)c1 (configuration not stated)	-3%	6	5	1%
CN(C)/C=C(\C#N)C(=O)Nc1ccc(F)cc1	-2%	63	0	6%
O=C(c1cc([N+](=O)[O-])ccc1N1CCOCC1)N1CCOCC1	·	24	·	-2%
C=C(C)CNCCN	-9%[11.4 µM]	·	·	-2%[11.4 µM]
Cc1cc(NS(=O)(=O)c2ccc(NC(=O)COc3ccccc3C(C)C)cc2)no1	-12%	-25	2	2%
O=C(CN1CCc2ccccc2C1)N1CCN(S(=O)(=O)c2ccccc2)CC1	13%	-29	6	2%
Cc1csc(NC(=O)NC2(C(F)(F)F)Oc3ccccc3O2)n1	-12%	?	?	-29%
O=C(Cn1nnc(-c2ccccc2-n2cnnn2)n1)N1CCCCC1	-6%	14	-1	0%
Cc1ccsc1C(=O)OCC(=O)N1CC(=O)Nc2ccccc21	2%	2	11	-6%
COc1cc(OC)cc(OCC(O)Cn2ccnc2)c1 (configuration not stated)	6%	9	-2	-3%
CC(C)(C)c1ccc(S(=O)(=O)/C=C\C#N)cc1	-1%	·	20	-8%

Some entries already given, limited to PNC assembly inh.
Structure	PNC assembly inh
O=C(Cn1nnc(-c2ccccc2-n2cnnn2)n1)N1CCCCC1	14
Cc1csc(NC(=O)NC2(C(F)(F)F)Oc3ccccc3O2)n1	?

Additional compounds follow:
SMILES	15-hLO-2 inh	PNC assembly inh	IMPase inh	12-hLO inh
O=C(Nc1ccc(Cl)c(C(F)(F)F)c1)c1ccco1	2%	28	-4	-10%
COCc1nnc(N)s1	0%	?	4	3%
COc1ccc(CCNC(=O)CSc2ccc(-c3ccccc3)nn2)cc1OC	-1%	-4	3	2%
COCCCNC(=O)C1CC(=O)N(CCc2ccc(OC)c(OC)c2)C1 (configuration not stated)	1%	46	-3	-3%
O=C1CC(/C=C/c2ccco2)=Nc2ccccc2N1	-13%	52	-7	-27%
CCOc1ccc(C2C(C(=O)c3ccc(C)o3)=C(O)C(=O)N2CCN2CCOCC2)cc1OC (configuration not stated)	-4%	20	-1	-8%
COc1ccc(OC)c(S(=O)(=O)N2CCC(C(=O)NCCc3ccc(OC)c(OC)c3)CC2)c1	-2%	23	-5	-2%
CCC(=O)NCC(c1cccs1)N1CCOCC1 (configuration not stated)	0%	72	5	-2%
Cc1oc(C(C)(C)C)cc1C(=O)Nc1cccc(/C=C/C(=O)O)c1	-13%	17	-5	-10%
Cc1c(C(=O)NCCSCc2ccccc2Cl)cccc1[N+](=O)[O-]	-11%[11.4 µM]	?	10[1.84 µM]	-3%
O=C(NCCc1nc2ccccc2[nH]1)c1ccco1	-2%	-25	4	-5%
O=C(Nc1ncc(Cc2ccccc2Cl)s1)c1ccc([N+](=O)[O-])cc1	·	-14	-1	-2%
O=C1NCC2=C1C(c1ccccc1)Nc1ccccc1N2 (configuration not stated)	-20%	-28	2	-8%
Cc1csc(SCC(=O)NCCc2ccc(Cl)cc2)n1	·	6	·	-4%
COCCn1nnnc1C(c1ccc(OC)cc1)N1CCC(C)CC1 (configuration not stated)	2%	21	7	0%

Some of the entries so far, with values under each structure:
Value order: 15-hLO-2 inh | PNC assembly inh | IMPase inh | 12-hLO inh
C=C(C)CNCCN
    -9%[11.4 µM] | · | · | -2%[11.4 µM]
Cc1cc(NS(=O)(=O)c2ccc(NC(=O)COc3ccccc3C(C)C)cc2)no1
    -12% | -25 | 2 | 2%
O=C(CN1CCc2ccccc2C1)N1CCN(S(=O)(=O)c2ccccc2)CC1
    13% | -29 | 6 | 2%
Cc1csc(NC(=O)NC2(C(F)(F)F)Oc3ccccc3O2)n1
    -12% | ? | ? | -29%
O=C(Cn1nnc(-c2ccccc2-n2cnnn2)n1)N1CCCCC1
    -6% | 14 | -1 | 0%
Cc1ccsc1C(=O)OCC(=O)N1CC(=O)Nc2ccccc21
    2% | 2 | 11 | -6%
COc1cc(OC)cc(OCC(O)Cn2ccnc2)c1 (configuration not stated)
    6% | 9 | -2 | -3%
CC(C)(C)c1ccc(S(=O)(=O)/C=C\C#N)cc1
    -1% | · | 20 | -8%
O=C(Nc1ccc(Cl)c(C(F)(F)F)c1)c1ccco1
    2% | 28 | -4 | -10%
COCc1nnc(N)s1
    0% | ? | 4 | 3%
COc1ccc(CCNC(=O)CSc2ccc(-c3ccccc3)nn2)cc1OC
    -1% | -4 | 3 | 2%
COCCCNC(=O)C1CC(=O)N(CCc2ccc(OC)c(OC)c2)C1 (configuration not stated)
    1% | 46 | -3 | -3%
O=C1CC(/C=C/c2ccco2)=Nc2ccccc2N1
    -13% | 52 | -7 | -27%
CCOc1ccc(C2C(C(=O)c3ccc(C)o3)=C(O)C(=O)N2CCN2CCOCC2)cc1OC (configuration not stated)
    -4% | 20 | -1 | -8%
COc1ccc(OC)c(S(=O)(=O)N2CCC(C(=O)NCCc3ccc(OC)c(OC)c3)CC2)c1
    -2% | 23 | -5 | -2%
CCC(=O)NCC(c1cccs1)N1CCOCC1 (configuration not stated)
    0% | 72 | 5 | -2%
Cc1oc(C(C)(C)C)cc1C(=O)Nc1cccc(/C=C/C(=O)O)c1
    -13% | 17 | -5 | -10%
Cc1c(C(=O)NCCSCc2ccccc2Cl)cccc1[N+](=O)[O-]
    -11%[11.4 µM] | ? | 10[1.84 µM] | -3%
O=C(NCCc1nc2ccccc2[nH]1)c1ccco1
    -2% | -25 | 4 | -5%
O=C(Nc1ncc(Cc2ccccc2Cl)s1)c1ccc([N+](=O)[O-])cc1
    · | -14 | -1 | -2%

(cont.)
SMILES	15-hLO-2 inh	PNC assembly inh	IMPase inh	12-hLO inh
O=C(NN1C(=O)C2C3C=CC(C4CC34)C2C1=O)c1cccc(Cl)c1 (configuration not stated)	·	?	·	-2%
O=C(Nn1c(C2CCCCC2)nc2ccccc2c1=O)c1ccc([N+](=O)[O-])cc1Cl	·	?	·	2%
CCNc1nc(NC(C)C)nc(SCCOC(=O)c2ccccc2)n1	·	100	·	-1%
O=C1C(=Cc2ccco2)C(=O)c2ccccc21	·	32	·	-2%
CCOC(=O)c1cnc2nc(C)[nH]n2c1=O	8%	-24	-7	0%
COc1ccc(N(CC(=O)N2CCN(Cc3ccc4c(c3)OCO4)CC2)S(C)(=O)=O)cc1OC	·	19	·	-2%
CCn1c(SCc2ccccc2)nnc1C1CCN(S(=O)(=O)c2ccc(OC)cc2)CC1	·	64	14	0%
CCOC(=O)c1ccc(NC(=O)N2CCc3ccccc32)cc1	-6%	-7	0	-9%
CCn1nnnc1SCC(=O)NCc1cccs1	-1%	20	5	6%
CC(C)Oc1ccc(C(CC(=O)N(C)CCC#N)c2ccc(F)cc2)cc1 (configuration not stated)	·	32	·	-7%
O=c1c2ccccc2n2c(-c3cccc(F)c3)nnc2n1Cc1ccccc1	·	?	-13	3%
COc1ccccc1NC(=O)Oc1ccc(NC(=O)c2ccco2)cc1	-4%	-3	-6	2%
CCOc1ccccc1C1NC(=O)NC(C)=C1C(=O)OC1CCCC1C (configuration not stated)	9%	-3	7	-6%
COc1ccc(NC(=O)c2ccco2)cc1NC(=O)c1cc2ccccc2o1	-3%	22	13	-9%
CCN(CCCNC(=O)Cn1cc2c(n1)CCCC2)c1cccc(C)c1	-2%	3	-5	8%
c1ccc(-n2nc3c(ccc4cnnc43)[nH]2)cc1	-14%	?	-11	-1%
Cc1cc(C)nc(Nc2nc(C)c3cc4c(cc3n2)OCO4)n1	-5%	-11	-2	3%
O=C(O)C1=C(C(=O)N2CCN(C(=O)c3ccco3)CC2)CCCC1	4%	7	-6	7%
Cc1cc(OCCOCCN(C)CCO)cc(C)c1Cl	30%	?	?	5%
Cc1sc(NC(=O)CSc2nnc(COc3ccc(Cl)cc3)n2C)c(C#N)c1C	-8%	-15	5	0%
O=C(Nc1ccc(O)c(C(=O)O)c1)c1ccc2c(c1)C(=O)N(CC1CCCO1)C2=O (configuration not stated)	-16%	-1	2	-3%
CCOC(=O)c1c(-n2cccc2)sc2c1CCCC2=O	·	?	·	-1%
CCOC(=O)c1cccc(-n2c(-c3ccc(OC)cc3)nc3nc4ccccc4nc32)c1	·	51	-8	-1%
CCOC(=O)c1nnn(-c2nonc2N)c1CN1CCCCCC1	-4%	2	-3	-2%
Cc1cc(C)c(C#N)c(SCc2[nH]nc3c2C(c2ccc(F)cc2)C(C#N)=C(N)O3)n1 (configuration not stated)	·	67	-11[0.0738 µM]	4%
Cc1ccc(-n2ncc3c(=O)n(CC#N)cnc32)cc1C	-3%	21	9	-6%
COC(=O)c1ccccc1NC(=O)Cn1c(=O)oc2ccc(Cl)cc21	-11%	10	0	3%
